TAG inh: inhibitors of triacylglycerol accumulation | H9c2 cells, Nile Red lipid (TAG) fluorescence; cells loaded with 200 µM oleic acid | inhibition, % at 12.5 µM | 0.66% of 230,000 active;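 active means pattern-corrected inhibition of lipid staining of at least 50% with the nuclear-stain viability signal not falling by more than 50%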;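 further: 0% = DMSO wells and 100% = triacsin C control wells; some results filed as inactive read as strong as hits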
TAG inh DAPI viability: also measured in TAG inh; calls as there; DAPI nuclei signal change (viability), lower = more cytotoxic, %;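 whole-well DAPI fluorescence read on a plate reader as a viability signal; minus 50 percent equals half of cells still viable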
* = called active by the depositor; & = joins results of further samples. A portion of the library, so the mix of outcomes need not match the whole.

compound,TAG inh,TAG inh DAPI viability
NS(=O)(=O)c1cc(C(=O)NNC(=O)c2ccc3c(c2)OCO3)ccc1Cl,2,-5
C=CCC1(C#N)C(SC)=NC2=C(C(=O)CC(C)(C)C2)C1c1ccc(Br)cc1 (configuration not stated),-5,-1
Cc1noc(C)c1COC(=O)C1CCN(S(=O)(=O)c2c(Cl)cccc2Cl)CC1,-11,-17
CCCc1nc(SCC(=O)Nc2ccccc2)c2c(=O)n(C)c(=O)n(C)c2n1,5,5
O=C(CNC(=O)c1ccc(Cl)cc1)OCCCOC(=O)CNC(=O)c1ccc(Cl)cc1,-12,7
Cc1cccc(/C=N/NC(=O)c2cc(-c3cccnc3)nc3ccccc23)c1,1,-2
O=C(CN1CCCCC1)N/N=C/c1cc2ccccc2nc1Cl,5,-6
Cc1ccc(S(=O)(=O)NC2CC(=O)N(c3ccc4c(c3)OCCO4)C2)cc1 (configuration not stated),11,-8
COc1ccc(CCNC(=O)CSc2nnc3ccc(-c4cccnc4)nn23)cc1OC,-4,7
CCCCCC(=O)N1C[C@H](O)[C@@H](n2cc(-c3ccc(F)cc3)nn2)C[C@@H]1c1ccc(C)cc1,3,-7
COc1ccc(N2CCN(C(=O)c3cc(S(=O)(=O)N4CCCCCC4)ccc3OC)CC2)cc1,-15,-5
O=C(COc1ccccc1)Nc1c2c(nn1-c1ccc(F)cc1)CS(=O)C2 (configuration not stated),5,1
O=C(NCCCN1CCCC1=O)c1cn(-c2ccccc2)nc1-c1ccccc1,17,-3
CC(=O)c1cccc(OCc2cc(C(=O)NC(C)Cc3cccnc3)no2)c1 (configuration not stated),-13,0
CCOC(=O)C(C(=O)NCC1CCCO1)C1CCCCC1 (configuration not stated),-18,13
Cc1cccc(CC2S/C(=N/c3cccc(C)n3)NC2=O)c1 (configuration not stated),1,-8
COc1ccc(NC(=O)COC(=O)Cc2cccs2)cc1OC,-13,6
O=C(CSc1nnc(COc2ccc(Cl)cc2)o1)Nc1ccc(N2CCOCC2)cc1,4,2
O=C(COC(=O)Cc1ccc(Cl)cc1Cl)NCCC1=CCCCC1,-1,4
O=C1CN(C(=O)COc2ccccc2)CCN1,6,2
CNC(=O)c1cccc(N2CCCC2=O)c1,6,4
CCC(=O)N1CCN(c2cc(NCC3CCCO3)c(F)cc2[N+](=O)[O-])CC1 (configuration not stated),-7,4
Cc1onc(-c2ccccc2)c1C(=O)NCc1ccccn1,4,-3
CC/C(=N/NC(=O)c1ccc2c(c1)OCO2)c1ccccc1O,37,-8
O=C(CSc1nc2ccccc2c(=O)[nH]1)Nc1ccccc1N1CCOCC1,2,-5
CCN1C(=O)[C@@H]2[C@H](C1=O)[C@@H]1C(=O)Nc3ccccc3C(=O)N1[C@@H]2c1cccc(C)c1,-2,18
CSCCC(NC(=O)c1ccccc1Cl)C(=O)NNC(=O)c1ccccc1O (configuration not stated),-15,-7
COc1ccc(CCNS(=O)(=O)c2ccccc2)cc1OC,1,4
CC(=O)c1cccc(NC(=O)N2CCCC2C(=O)NCCc2ccccc2)c1 (configuration not stated),6,-2
CC(=O)Nc1ccc(S(=O)(=O)Nc2ccc(Cl)cn2)cc1,6,-8

Three compounds already listed, ordered by formula weight, rising.
compound,TAG inh,TAG inh DAPI viability
Cc1cccc(CC2S/C(=N/c3cccc(C)n3)NC2=O)c1 (configuration not stated),1,-8
O=C(CN1CCCCC1)N/N=C/c1cc2ccccc2nc1Cl,5,-6
CC(=O)c1cccc(OCc2cc(C(=O)NC(C)Cc3cccnc3)no2)c1 (configuration not stated),-13,0

Compound profiles, from the list above. Values in the order: TAG inh | TAG inh DAPI viability
Cc1cccc(CC2S/C(=N/c3cccc(C)n3)NC2=O)c1 (configuration not stated) as listed: 1 | -8
C=CCC1(C#N)C(SC)=NC2=C(C(=O)CC(C)(C)C2)C1c1ccc(Br)cc1 (configuration not stated) as listed: -5 | -1
CCC(=O)N1CCN(c2cc(NCC3CCCO3)c(F)cc2[N+](=O)[O-])CC1 (configuration not stated) as listed: -7 | 4
COc1ccc(N2CCN(C(=O)c3cc(S(=O)(=O)N4CCCCCC4)ccc3OC)CC2)cc1 as listed: -15 | -5
CSCCC(NC(=O)c1ccccc1Cl)C(=O)NNC(=O)c1ccccc1O (configuration not stated) as listed: -15 | -7

Additional records follow:
compound,TAG inh,TAG inh DAPI viability
CNS(=O)(=O)c1cccc(C(=O)OCC(=O)Nc2ccc(Cl)cn2)c1,-4,-1
O=C(NCCSCc1ccccc1)c1ccccc1,-8,0
Cc1ccc2cccc(OCc3nnc(SCC(=O)O)n3C)c2n1,-6,1
CCCN(CCC)C1CC(=O)N(Cc2ccccc2)C1=O (configuration not stated),15,-3
O=C(CN1CCN(S(=O)(=O)c2ccc3c(c2)OCCO3)CC1)Nc1cccc(F)c1,-18,0
CN(CC(=O)Nc1ccc(Cl)cc1)C(=O)COc1ncnc2ccccc12,22,-6
CCCNC(=O)C1(C)CCN(C(=O)COCc2ccccc2)C1 (configuration not stated),-1,-3
O=C(/C=C/Nc1ccccc1O)c1ccco1,15,-10
CCc1noc(C)c1C(=O)NNC(=O)c1ccc(Br)cc1,0,3
O=C(N=C1N=C2C=CC=CN2Cc2ccccc21)c1ccc(S(=O)(=O)N2CCOCC2)cc1,10,1
Cc1cc(C)c2nc(NNC(=O)c3ccc(S(=O)(=O)N4CCCC(C)C4)cc3)sc2c1 (configuration not stated),-5,-14
CCOc1ccccc1NC(=O)CN(C)S(=O)(=O)c1cnc[nH]1,0,6
Cc1ccccc1NS(=O)(=O)c1ccc(C)c(C(N)=O)c1,-7,1
CCN(CC)CCNC(=O)COc1ccc(OC)cc1,-6&3,11&4
CCOC(=O)c1cnc(SCC(=O)c2ccc(C)cc2)nc1N,-21,8
CCOC(=O)CON1C(=O)C(=O)N(OCC(=O)OCC)C2CCCCC21 (configuration not stated),-5,-7
COc1ccccc1OCCC(=O)OCC(=O)c1[nH]c(C)c(C(C)=O)c1C,-6,6
CCOc1cc(/C=C/C(=O)Nc2ccc(C(=O)NCCN(CC)CC)cc2)ccc1OCC(C)C,21,113
Cc1cc(C)c(S(=O)(=O)Nc2ccc(O)c(Sc3ncn[nH]3)c2)cc1C,-6,2
CCNC(=O)c1cccc(NC(=O)CC2SC(N3CCCCC3)=NC2=O)c1 (configuration not stated),-1,-3
CSc1nc(NS(=O)(=O)c2ccc(F)cc2F)nn1C,-24,-1
COc1cc(C(=O)NC(C)c2ccc(S(N)(=O)=O)cc2)ccc1OCC(=O)N1CCOCC1 (configuration not stated),22,-8
C[C@@H]1CN([C@@H](C)CO)C(=O)CCCn2cc(nn2)CO[C@H]1CN(C)S(=O)(=O)c1ccc(C#N)cc1,3,1
O=C(NCCC1=CCCCC1)C1CCC(CNc2c(N3CCCCC3)c(=O)c2=O)CC1 (configuration not stated),2,1
CC1=C(C)NC(=S)SC1,-5,7
Cc1c(Cl)cccc1NC(=O)CCC(=O)NNC(=O)CCC(=O)O,15,-5
CC(C)[C@H](NC(=O)c1ccco1)C(=O)NC12CC3CC(CC(C3)C1)C2,-10,-5
Cc1ccc(C(=O)OCC(=O)NCCC2=CCCCC2)cc1N,1,5
O=C(NNC(=O)c1c(F)cccc1F)c1ccccc1OC(F)(F)F,2,-6
CN(C)C1=NCCN1CCC1CCCCC1,12,2

Next results.
Every second line gives: TAG inh, TAG inh DAPI viability
> COC(=O)[C@]1(C)N[C@H](CN(C)S(=O)(=O)c2ccc(OC(F)(F)F)cc2)[C@@H]2C(=O)N(C)C(=O)[C@@H]21
    -10, 2
> CC(=O)N[C@@H](Cc1ccc(OC(F)(F)F)cc1)C(=O)O
    6, 0
> Cc1ccc(N2C(=O)C3C4C=CC(CNC(=S)N5CCN(c6ccccc6)CC5)(O4)C3C2=O)cc1 (configuration not stated)
    8, -10
> COc1cccc(N2CC(C(=O)Nc3c(C(N)=O)oc4ccccc34)CC2=O)c1 (configuration not stated)
    8, 3
> Cc1cc(NC(=O)CCC(=O)N(c2ccccc2)C(C(=O)NC2CCCC2)c2cccs2)no1 (configuration not stated)
    -1, -12
> OC[C@H]1O[C@@H](c2nc(-c3ccccc3Br)no2)[C@H](O)[C@@H](O)[C@H]1O
    1, 3
> Cc1ccc(S(=O)(=O)NCc2ccc3c(c2)OCO3)cc1C
    0, 2
> O=[N+]([O-])c1ccc(Sc2ccncn2)c([N+](=O)[O-])c1
    14, -33
> Cc1c(NS(=O)(=O)c2cccc(C(=O)Nc3cccc(F)c3)c2)c(=O)n(-c2ccccc2)n1C
    0, -7
> COc1ccccc1C(=O)NC(=O)COC(=O)C1CC1C (configuration not stated)
    6, -1
> COC(=O)c1cccc(NC(=O)CC2C(=O)NCCN2C(=O)Nc2ccccc2)c1 (configuration not stated)
    3, 4
> CC1=NN(c2ccccc2)C(=O)/C1=C/c1cn(C)c2ccccc12
    5, 5
> Cc1csc(SC(C)C(=O)Nc2ccccc2C)n1 (configuration not stated)
    -31, 0
> Cc1ccc2nc(-c3ccc(NC(=O)C(C)Sc4nncs4)cc3)sc2c1 (configuration not stated)
    16, 9
> O=c1oc(-c2cccc(S(=O)(=O)N3CCOCC3)c2)nc2ccccc12
    -5, 2

Next section (two carried over from the part before).
Every second line gives: TAG inh, TAG inh DAPI viability
> Cc1ccc2nc(-c3ccc(NC(=O)C(C)Sc4nncs4)cc3)sc2c1 (configuration not stated)
    16, 9
> O=c1oc(-c2cccc(S(=O)(=O)N3CCOCC3)c2)nc2ccccc12
    -5, 2
> CNC(C)C#Cc1ccc2c(=O)c3ccccc3oc2c1 (configuration not stated)
    5, 9
> O=C(O)c1ccc(C(=O)c2ccc3c(c2)C(=O)N(Cc2ccco2)C3=O)cc1
    11, 5
> CC(C)Nc1ncnc2c1cnn2-c1ccccc1
    -2, -6
> COc1ccc(C(=O)Oc2ccc(/C=N/NC(=O)c3cccnc3)cc2OC)cc1
    0, -4
> NC(=O)Cn1nc(-c2ccccc2)nc1-c1ccccc1
    7, 1
> O=C1Nc2ccccc2C1Cc1ccccc1 (configuration not stated)
    -1, 12
> COc1ccc(CS(=O)c2nc(C)cc(C)c2S(C)(=O)=O)cc1 (configuration not stated)
    4, -6
> CCN(C[C@H]1N[C@@](Cc2ccccc2)(C(=O)OC)[C@H]2C(=O)N(C)C(=O)[C@@H]12)C(=O)Nc1ccc(F)cc1
    -15, -1
> COC(=O)c1ccc(NC(=O)CNc2ccccc2)cc1
    -7, -7
> O=C(c1ccc2nc[nH]c2c1)N1CCN(c2ncc(C(F)(F)F)cc2Cl)CC1
    0, -4
> O=S(=O)(Nc1nc2ccccc2nc1Cl)c1ccc2c(c1)OCCO2
    4, -2
> CCC(CC)NC(=O)c1cc(S(=O)(=O)N2CCCCC2)ccc1N1CCOCC1
    -4, 0
> COc1c2c(c(OC)c3ccccc13)[C@@]1(OC2)O[C@H](CCO)C[C@H](O)[C@H]1O
    -2, 3
> CCC(=O)N(CC(=O)Nc1sc(C)c(C)c1C(N)=O)C1CCCC1
    5, 1
> O=C1N[C@H](Cc2ccccc2)COC(=O)[C@H](Cc2ccc(F)cc2)C/C=C\C[C@H]1CC(=O)N(CCO)Cc1ccccc1
    9, -6
> Cc1cccn2cc(-c3cccc(NC(=O)c4cccs4)c3)nc12
    13, -4
> CC(C)Nc1nc(NCCN2CCNC2=O)c2sccc2n1
    9, -5
> Cc1cccc(OCCCC(=O)Nc2ccc(N3CCCCC3)cc2)c1
    12, 8
> Cc1ccc(NC(=O)COC(=O)CCNS(=O)(=O)c2ccc(C)c(C)c2)cc1
    -10, 5
> CCCN1CNc2c(c(=O)[nH]c(=S)n2-c2ccccc2Cl)C1
    11, -11
> O=C(NN=Cc1ccccc1O)C(O)(c1ccccc1)c1ccccc1
    -7, -17
> Cc1ccc(-n2cccn2)cc1
    -5, -5
> C/C=C/C=C\C(=O)Nc1cccc(C2=NOC3(C2)C[C@H](C(N)=O)N(C(=O)CC#N)C3)c1 (some centres not stated)
    -23, -5
> Cc1ccc(NC(=O)CSc2nc(=O)n3cc(C)ccc3n2)c(C)c1
    -5, 8
> Cc1c(Cl)cccc1NC(=O)c1cccc(NC(=O)CCC(=O)O)c1
    3, -7
> COC(=O)[C@H](CC(C)C)NC(=O)Nc1ccccc1F
    -11, 11
> CC1Cc2ccccc2N1C(=O)Cn1cc([N+](=O)[O-])ccc1=O (configuration not stated)
    -32, 1
> COc1ccc(C(=O)O)cc1S(=O)(=O)Nc1cc(C(F)(F)F)ccc1N1CCCCC1
    -10, -5
> Cc1ccc(Cl)cc1N1CCN(C(=O)Cn2ncn3cccc3c2=O)CC1
    -7, 6
> CCCC[C@@H]1CNC(=S)N1CCc1cccc(F)c1
    -14, 7
> CC(NC(=O)c1ccccc1NS(C)(=O)=O)c1ccccc1 (configuration not stated)
    0, 8
> O=C(O)c1ccccc1CC(CCc1ccccc1)C(=O)O (configuration not stated)
    2, 1
> CCOCCCNC(=O)Cn1cnc2c(cnn2-c2ccc(F)cc2)c1=O
    16, -10
> CCCNC(=O)CN1CCN(S(=O)(=O)c2ccc(Br)s2)CC1
    -9, 18
> CS(=O)(=O)Nc1ccc2[nH]c(=O)[nH]c2c1
    2, 2
> S=c1[nH]ncn1/N=C/c1ccccc1
    -11, 3
> Cc1ccc(Cc2ccccc2C(=O)O)cc1
    -4, -1
> CCC1=NN(C(=O)Cc2ccc([N+](=O)[O-])cc2)C(O)(c2ccncc2)C1 (configuration not stated)
    -3, -4
> Cc1ccc(C2C3C(=O)N(c4ccccc4)C(=O)C3N3CCCN23)cc1 (configuration not stated)
    7, -14
> Cn1nc(C(=O)OCC(=O)Nc2cc(Cl)ccc2C#N)c2ccccc2c1=O
    6, -6
> CC1=C(C(=O)OC(C)C)C(c2ccc(C)o2)C(C(=O)OC(C)C)=C(C)N1
    -5, 0
> OC(CSc1ccccc1)CN1CCN(c2ccccc2)CC1 (configuration not stated)
    -12, 4

Screens deposited in PubChem by Sanford-Burnham Center for Chemical Genomics.
